# Compound activity as filed in PubChem.
# hiPSC survival – enhancers of human iPSC single-cell survival; hiPSC single-cell survival, ATPlite luminescence; 100% = ROCK inhibitor wells, 0% = DMSO; survival enhancement, % at 20 µM; 360,000 tested, 0.044% active; AID 602274; in the data active = survival enhancement above about 18%;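 also: cells exposed to compounds for 16 hours before the ATP read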
# HTR2A ag – agonists of mouse serotonin 5-HT2A receptor (HTR2A); P35363; CHO-K1 mHTR2A beta-arrestin complementation, luminescence; percent of 30 µM serotonin response; activation, % at 7.6 µM; 360,000 tested, 0.66% active;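 active = activation above a run cutoff, the mean activation of all tested compounds plus 3 SD, cut at about 14% in these data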;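 also: 0% = plate median of compound wells and 100% = 30 µM serotonin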
# Target sequence (P35363 whole entry, looked up): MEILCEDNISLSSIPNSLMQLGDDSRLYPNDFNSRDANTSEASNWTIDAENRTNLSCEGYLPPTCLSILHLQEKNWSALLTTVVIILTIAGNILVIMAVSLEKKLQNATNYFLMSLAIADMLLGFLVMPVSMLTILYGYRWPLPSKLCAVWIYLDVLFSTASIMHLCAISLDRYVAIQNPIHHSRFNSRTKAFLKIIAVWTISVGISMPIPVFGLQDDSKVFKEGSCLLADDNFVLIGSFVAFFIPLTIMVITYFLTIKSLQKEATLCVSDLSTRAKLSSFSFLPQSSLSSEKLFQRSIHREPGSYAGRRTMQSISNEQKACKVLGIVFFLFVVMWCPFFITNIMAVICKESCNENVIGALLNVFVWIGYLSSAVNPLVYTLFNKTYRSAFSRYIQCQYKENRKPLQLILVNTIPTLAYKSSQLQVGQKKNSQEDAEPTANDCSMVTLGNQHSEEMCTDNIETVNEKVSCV
# ABHD5 PLIN5 PPI – ABHD5-PLIN5 protein interaction inhibition; inhibition, % at 4 µM; 360,000 tested, 0.78% active; Q00G26+Q8WTS1; Split G. princeps luciferase complementation, luminescence, 4 h;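 active = inhibition above the mean inhibition across every tested compound plus 3 SD, cut at about 22% in these data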;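 also: 0% = DMSO only wells and the 100% control is not disclosed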
# Exocytosis inh – lytic granule exocytosis inhibition; TALL-104 LAMP-1 surface exposure, flow cytometry; cells stimulated with thapsigargin and PMA; inhibition, % at 10 µM; 360,000 tested, 0.66% active; AID 651702;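 active = inhibition above about 55%, limit read from the data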
# ABCB6 inh 2 – inhibitors of human ABC transporter ABCB6 | Q9NP58 | K562-ABCB6 porphyrin accumulation, flow cytometry, 1 h; stronger effect = lower value | fluorescence ratio to DMSO, % at 10 µM | 360,000 tested, 0.19% active | AID 602162;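 active = fluorescence ratio to DMSO below 75%, the collection mean minus 3 SD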;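 also: signal is porphyrin accumulated inside mitochondria; 100% equals median channel fluorescence of DMSO control wells; lower ratio means ABCB6 inhibition with less porphyrin fluorescence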
# MC4R ag barr – human MC4R agonism via beta-arrestin. U2OS MC4R beta-arrestin complementation, luminescence; percent of melanotan II response, DMSO zero. 360,000 tested, 0.98% active. activation, % at 8.9 µM. P32245;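 active = activation above a per-plate cutoff, the mean activation of sample wells on that plate plus 3 SD, cut at about 8% in these data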
# Target sequence (P32245 whole entry, looked up): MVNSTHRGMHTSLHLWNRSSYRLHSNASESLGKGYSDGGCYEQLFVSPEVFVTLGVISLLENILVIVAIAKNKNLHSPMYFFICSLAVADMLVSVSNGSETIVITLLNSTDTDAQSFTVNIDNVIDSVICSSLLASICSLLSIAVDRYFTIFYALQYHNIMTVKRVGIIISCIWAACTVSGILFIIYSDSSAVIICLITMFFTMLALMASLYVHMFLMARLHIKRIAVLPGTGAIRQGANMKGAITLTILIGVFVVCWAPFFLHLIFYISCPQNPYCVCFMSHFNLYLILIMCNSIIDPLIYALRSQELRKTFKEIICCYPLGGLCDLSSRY
# N-glyco inh – N-linked glycosylation inhibition; AID 588692; reporter increase, % at 12.5 µM; D54 ERlucT glycosylation luciferase reporter, 24 h; percent of 100 nM tunicamycin response; 360,000 tested, 0.23% active;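 active = mean luciferase reporter signal, scaled so untreated is 0 and the glycosylation-blocking control 100, at or above a set limit in every replicate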;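 also: luciferase carries N-glycosylation sites so blocking glycosylation raises the light; 0% = median of neutral control wells and 100% = median of 100 nM tunicamycin wells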
# MC4R antag cAMP – blocks human MC4R cAMP signaling | 360,000 tested, 0.48% active | inhibition, % at 6.5 µM | P32245 | MC4R-expressing cells, MTII-stimulated cAMP, LANCE TR-FRET;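 active = inhibition above its plate's cutoff, the mean of tested wells on that plate plus 3 SD, cut at about 29% in these data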;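 also: 0% = Melanotan II alone and 100% = Melanotan II plus saturating MCL0020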
#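 system = U2OS cells with stable human MC4R expression | also added = Melanotan II challenge after compound preincubation | dosing = one concentration, 6.5 µM nominal | incubation = compound 30 min, challenge 1 h, detection 1 h | measured by = TR-FRET with Eu-cAMP and labeled anti-cAMP, 671 nm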
# aDG glyco up – increases alpha dystroglycan glycosylation | 360,000 tested, 0.22% active | Pro5-aDG cells, alpha-DG glycosylation AlphaScreen (IIH6); 0% Pro5, 100% B10-LARGE cell signal | activation, % at 10 µM;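 active = activation of at least 8% versus controls, or a plate z-score of at least 8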;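 also: Pro5 are CHO cells carrying HIG-tagged alpha-DG that lacks glycosylation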
# Cardio protect – protects H9c2 cardiomyocytes from peroxide injury | protection from H2O2 cell death, % at 20 µM | H2O2 injury protection, ATPLite, 2 h | 360,000 tested, 0.63% active;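 active = compounds giving at least 50% protection of heart cells from peroxide-induced death in the single-dose screen, raw or plate-pattern-corrected value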;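 also: 0% = DMSO wells with peroxide and 100% = DMSO wells without peroxide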
# The depositor's hits bear a star; x = not tested or not shown.
SMILES,hiPSC survival,HTR2A ag,ABHD5 PLIN5 PPI,Exocytosis inh,ABCB6 inh 2,MC4R ag barr,N-glyco inh,MC4R antag cAMP,aDG glyco up,Cardio protect
COc1cc(OC)cc(C2=Cc3ccc(OC)cc3C(CC(C)=O)N2c2ccc(C#CC3(N)CCCCC3)cc2)c1 (stereo unspecified),-0.3,0,17,29,100,x,x,x,-0.4,x
CC(C)(C)CN1CCC(Oc2cccc(C(=O)NCCCOc3cccnc3)c2)CC1,0.6,10,16,0,100,0.7,-3,1,0.2,-1
COC(=O)c1cccc(NC(=O)NC23CC4CC(CC(C4)C2)C3)c1,-1.5,2,1,0,88,0.6,2,9,0.6,-16
O=C(O)CSc1nc(SCc2ccccc2Cl)nc2c1CCCC2,-1.4,1,4,2,95,0.4,-1,6,0.0,5
CC(=O)Oc1ccc(C(=O)Nc2ccccc2C(=O)Nc2ccc(C(=O)O)cc2)cc1,-0.4,-5,-1,2,101,-0.5,1,-1,-0.1,-7
COc1cccc(NC(=S)N2CCN(C)CC2)c1,1.8,2,0,-1,95,-0.1,2,0,-0.1,8
CN(CCNC(=O)C1CCC(=O)N(Cc2ccc(Cl)cc2)C1)CCc1ccccc1 (stereo unspecified),0.5,-3,9,-1,101,1.8,-1,1,-0.4,1
COc1ccc(-c2csc(NC3=NCCCCC3)n2)cc1,0.2,1,0,6,94,0.2,3,15,0.4,1
O=[N+]([O-])c1ccc(S(=O)(=O)NCC(c2cccnc2)N2CCOCC2)cc1 (stereo unspecified),2.9,-4,1,2,97,-0.1,-1,6,0.2,9
CC(C)(C)NC(=O)C(c1ccc(C(F)(F)F)cc1)n1c(=O)c(-c2ccco2)nc2ccccc21 (stereo unspecified),x,0,60*,2,x,x,x,x,-0.1,x
O=C(Nc1cccnc1)C1(F)C(F)(F)C(F)(F)C(F)(F)C(F)(F)C1(F)F,-1.5,1,-4,1,98,2.4,4,6,0.0,-10
COc1ccc(NC(=O)CN2CCCCCC2)cc1OC,0.4,-2,-5,4,73*,-2.3,1,-5,0.0,-3
O=S(=O)(/N=C(/Nc1ccccn1)c1ccccc1)c1ccc(F)cc1,0.0,-3,16,1,99,0.3,-1,9,0.3,-1
OC(COc1ccc2c(c1)CCC2)Cn1cnc2ccccc21 (stereo unspecified),-0.6,-1,0,1,99,0.8,2,16,1.7,-30
COc1cccc(-n2c(COc3ccccc3C)nnc2SCC(=O)O)c1,3.0,-3,1,-2,96,-0.8,2,16,0.1,0
CCOc1ccc(CN(C)C(=O)c2cccc(S(=O)(=O)Nc3ccccc3OC)c2)cc1OC,-1.7,0,2,33,94,0.8,-5,-4,-0.1,-8
CCn1c(=O)c(=O)n(CC)c2cc(S(=O)(=O)Nc3cccc(OC)c3)ccc21,4.9,2,2,-1,99,-1.6,2,1,-0.1,7
Cc1c(NC(=O)c2cccc(F)c2)c(=O)n(-c2ccccc2)n1C,-1.0,1,2,0,104,-0.2,2,16,0.7,3
CN(C)c1c(F)cc(C(=O)NC(=O)NCc2cccnc2)cc1F,-0.2,0,2,-5,99,-2.9,0,2,0.3,-3
O=C(CCCn1c(SCC(=O)c2ccc(Cl)cc2)nc2ccccc2c1=O)NCc1ccco1,-1.0,-3,-1,-1,100,19*,0,10,0.5,4
O=C(NCc1ccc2c(c1)OCO2)c1cc2ccccc2oc1=O,-3.9,6,-4,-6,106,-0.8,2,11,0.2,-3
Cc1cccc(C)c1NC1=NC2(CCCCC2)N=C(N)N1,-1.6,-3,7,9,97,-0.1,0,-3,-0.2,-3
O=C(NC1CCN(C(=O)Nc2ccc(F)cc2)CC1)c1ccccc1F,0.5,-4,-5,3,93,-0.7,2,-3,0.3,4
COc1ccccc1OCCNC(=O)Nc1cc(F)c(F)cc1Cl,-0.1,-4,6,-7,99,-1.4,-1,9,0.1,-2
CC(Oc1ccccc1F)c1ccnc2nc(/N=C/N(C)C)nn12 (stereo unspecified),6.0,5,0,0,106,-1.2,1,-2,0.4,10
CCCCN(CCCC)Cc1cc(=O)oc2ccccc12,-0.5,0,3,-1,96,x,-1,x,-0.3,2
Cc1ccc(S(=O)(=O)Nc2ccc3oc(=O)sc3c2)c(C)c1,1.3,12,17,0,104,2.4,5,-5,0.0,-19
COc1ccccc1C1=NC(c2ccc(C)cc2)N=C1C (stereo unspecified),0.1,-6,-11,0,103,-0.1,3,2,0.1,-1
O=C(c1ccc(-c2cccc(C(F)(F)F)c2)o1)N1CCN(c2ccccc2)CC1,-0.1,7,2,-5,94,1.0,2,12,-0.2,-6
COc1ccc(CN2CCC(n3nccc3NC(=O)c3cccc(F)c3)CC2)cc1O,0.7,-4,1,2,98,3.0,-1,3,-0.1,-2
O=[N+]([O-])c1ccc(NC(=S)N/C(=N/CS(=O)(=O)c2ccccc2)c2ccccc2)cc1,-4.8,-4,-42,-2,99,0.0,-2,4,0.3,-11
COc1cc(C=C2C(=O)OC(c3ccccc3)OC2=O)cc(Br)c1O (stereo unspecified),0.1,2,2,-2,100,2.8,-4,14,0.5,1
CN(CCc1ccccn1)C(=O)CCC1CCCN(C(=O)c2c3c(nn2C)CCCC3)C1 (stereo unspecified),1.1,1,-2,2,97,-1.3,1,19,0.0,3
COC(=O)c1c(NC(=O)CSc2nnnn2-c2ccc3c(c2)OCO3)sc(C)c1C,0.1,2,-9,-7,106,-2.3,1,12,0.1,-4
COc1cc(Br)c(CC2c3cc(OC)c(OC)cc3CCN2C)cc1OC (stereo unspecified),0.8,-1,-11,1,100,-1.8,0,0,-0.1,7
CCN(CC)S(=O)(=O)c1ccc(OC)c(NC(=O)C(C)Oc2ccc3c(C)cc(=O)oc3c2)c1 (stereo unspecified),0.4,-6,-3,-2,87,-2.7,-3,2,0.7,2
CC(C)(C)NCC(=O)c1c[nH]c2ccccc12,-2.1,9,-3,-3,96,0.1,3,0,0.1,-1
CC[C@H]1OC(=O)[C@H](C)[C@@H](O[C@H]2C[C@@](C)(OC)[C@@H](O)[C@H](C)O2)[C@H](C)[C@@H](O[C@@H]2O[C@H](C)C[C@H](N(C)C)[C@H]2O)[C@](C)(O)C[C@@H](C)C(=NOCOCCOC)[C@H](C)[C@@H](O)[C@]1(C)O,5.3,3,5,2,87,-1.1,1,4,-0.2,-1
CCOc1cccc2sc(N(CCN(CC)CC)C(=O)c3ccc(S(=O)(=O)N4CCCC4)cc3)nc12,-0.6,-6,2,0,101,3.2,1,6,0.1,8
CCOc1ccc(N2CC(C(=O)Nc3ccc(S(=O)(=O)N4CCOCC4)cc3)CC2=O)cc1 (stereo unspecified),-2.2,1,0,-1,79,-0.9,0,-2,-0.2,-3
N#Cc1ccc(-c2nc3c4ccccc4ccn3c2Cc2ccccc2C(F)(F)F)cc1,-0.7,-4,-16,-7,169,x,1,x,0.1,-2
COc1ccc2[nH]c(=O)c(CN(C(=O)c3ccncc3)C(C)C)cc2c1,0.8,10,-5,-1,111,-0.6,4,4,-0.1,6
Cc1cc(C)n(CCCN2CCC(C(=O)Nc3cccc(-c4cccc(F)c4)c3)CC2)n1,-0.2,-6,8,25,88,-1.3,-1,8,3.7,-6
CN(C)CCCN(C(=O)c1ccc(S(=O)(=O)N2CCOCC2)cc1)c1nc2cc3c(cc2s1)OCO3,-0.4,-5,-2,3,95,-3.3,-7,7,0.1,10
O=C(CN1CCNCC1)Nc1ccc(Oc2ccccc2)cc1,-1.0,-2,-1,2,96,-2.1,-1,5,0.3,13
COc1cccc(S(=O)(=O)NC2CCN(C#N)C2)c1 (stereo unspecified),-1.1,4,1,-1,100,0.0,2,14,0.1,5
COCCNC(=O)C(C)N(c1ccc(OC)cc1)S(C)(=O)=O (stereo unspecified),-1.8,-1,5,-4,101,-1.3,0,13,0.0,-1
CC(=O)NNC(=O)c1sc(=S)n(C)c1C,-0.5,0,-5,-5,95,0.6,-2,-7,-0.1,1
CC1CC(C)CN(C(=O)CCNC(=O)Cn2cnc3ccccc3c2=O)C1 (stereo unspecified),-0.5,-6,5,-9,100,2.2,1,-1,0.1,2
O=[N+]([O-])c1ccccc1S(=O)(=O)N1CCCC(C(F)(F)F)C1 (stereo unspecified),-0.3,8,6,-3,99,0.7,-1,2,0.5,3
Cc1ccc(-n2nc(C)cc2NC(=O)c2ccc(C)s2)cc1,-1.2,-6,-10,0,99,-2.0,-1,-4,-0.1,-4
COc1ccccc1NC(=S)NC1CCCCCCCCCCC1,-0.8,-2,-3,-28,97,1.4,-6,4,1.1,-11
CCOC1=C2[C@@H](CN(S(=O)(=O)c3ccc(C)cc3)[C@H]2c2cccc3ccccc23)[C@H]2C(=O)N(CC)C(=O)[C@H]2C1,-0.7,2,1,-2,92,x,-1,x,-0.3,-5
O=S(=O)(Nc1ccon1)c1ccc(Br)s1,-0.5,7,1,3,99,0.8,2,3,0.0,5
CC(=O)Nc1ccc(N2C(=O)C3C4CC(=O)C(c5ccccc54)C3C2=O)cc1 (stereo unspecified),4.0,-4,0,2,99,-0.6,-2,-2,0.4,14
CCS(=O)(=O)N1Cc2ccccc2CC1C(=O)Nc1ccc(F)c(F)c1F (stereo unspecified),-0.5,-2,3,-8,102,-0.2,0,-5,0.0,1
Cc1ccc(NS(=O)(=O)c2ccc(NC(=O)c3cccc(NC(=O)C(C)C)c3)cc2)cc1,3.0,-4,4,43,96,-3.3,-2,3,0.5,-23
CN(C)CCNC(=O)c1ccc2c(c1)NC(=O)c1ccccc1S2,0.7,2,4,6,95,-0.9,-5,3,-0.1,8
O=C(c1ccc(F)cc1)C1CCN(C(=O)NCc2ccccc2)CC1,-2.4,-5,2,5,95,1.2,-3,20,0.8,-1
Cn1c(NC(=O)c2ccccc2)nc2ccccc21,-0.3,2,6,-5,102,-1.0,-6,11,0.0,-4
# Continued.
SMILES,hiPSC survival,HTR2A ag,ABHD5 PLIN5 PPI,Exocytosis inh,ABCB6 inh 2,MC4R ag barr,N-glyco inh,MC4R antag cAMP,aDG glyco up,Cardio protect
COc1ccc(CNC(=O)COC(=O)CCc2c[nH]c3ccccc23)cc1,-0.3,3,13,2,92,5.7,-1,-4,-0.1,-1
O=C(O)c1ccc2[nH]c3c(c2c1)CSCC3,-0.3,4,14,-1,109,0.3,1,19,0.0,3
CC(OC(=O)C1CCN(c2ccc(C(F)(F)F)cn2)CC1)C(=O)c1ccccc1 (stereo unspecified),-0.5,4,5,3,105,-0.2,1,-2,0.0,-13
CC12CCC(C(=NO)C1=O)C2(C)C (stereo unspecified),0.0,1,6,2,103,-0.1,1,-1,-0.2,3
CC1=C(C(=O)c2ccccc2)C(c2ccc(O)cc2)NC(=S)N1 (stereo unspecified),-0.7,0,2,0,105,-0.7,-1,12,0.0,1
